Assay outcomes as filed in PubChem BioAssay.
JMJD2E inh: qHTS Assay for Inhibitors of Human Jumonji Domain Containing 2E (JMJD2E); JMJD2E catalytic domain, FDH-coupled NADH fluorescence (FDH is formaldehyde dehydrogenase); Lysine-specific demethylase 4E (Homo sapiens), B2RXH2; AID 2147, 2009; Potency, µM (highest dose often 57.1 µM), without a hit: top-dose activity change, negative = inhibition, usual class: inhibitors; hit rate 1.6% among 230,000; active means well fitted inhibition curve with a large enough effect, not every such curve was filed as active; inconclusive means small, poorly fitted or top-dose-only effect, or another doubt; inactive means no such curve, though single readings can be large or run the other way;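 further: 0% = wells with enzyme and -100% = buffer wells without enzyme; nearly all actives have a fitted effect of over 50% in size; many of its hits are not listed in these tables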
Target sequence (B2RXH2 1-337 limits assumed): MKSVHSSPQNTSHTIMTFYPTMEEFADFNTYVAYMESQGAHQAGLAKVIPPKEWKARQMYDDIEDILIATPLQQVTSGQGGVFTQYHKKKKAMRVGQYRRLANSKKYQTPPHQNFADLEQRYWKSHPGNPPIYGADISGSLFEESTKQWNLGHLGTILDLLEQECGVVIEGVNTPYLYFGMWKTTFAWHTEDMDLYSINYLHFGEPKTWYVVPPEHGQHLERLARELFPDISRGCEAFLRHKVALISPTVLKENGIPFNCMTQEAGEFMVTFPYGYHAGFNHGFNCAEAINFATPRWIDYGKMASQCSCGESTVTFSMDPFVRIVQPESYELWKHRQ
Tau fluor cs: Counterscreen qHTS for Inhibitors of Tau Fibril Formation, Fluorescence Polarization; tau K18 P301L Alexa594 fluorescence, heparin fibrillization; Potency, µM (top dose mostly 57.7 µM), inactives show top-dose activity change, negative = decrease; AID 1463, 2008; hit rate 0.93% among 280,000; further: on the % scale 0 is the no-effect control and ±100 the full control effect; nearly all actives have a fitted effect of over 55% in size
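Human K18 P301L tau (15 uM unlabeled plus 0.24 uM Alexa 594-labeled, final) in 100 mM sodium acetate pH 7 was mixed with compound and 20 uM heparin and incubated 6 hr at 37 C.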
HTT ATP protect: qHTS Multiplex Assay to Identify Dual Action Probes in a Cell Model of Huntington: Cytoprotection (ATP); Potency, µM (titrated, usually from 56.4 µM), for inactives: cytoprotection (ATP increase), usual class: activators; hit rate 0.14% among 230,000; PC12 HTT-Q103 induced, cytoprotection, ATP luminescence, 40 h;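 further: % of control where 0% means no effect; nearly all actives have a fitted effect of over 45% in size; toxic huntingtin expression switched on by the ecdysone agonist tebufenozide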
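Stable PC12 Q103-GFP cells in serum-supplemented, phenol red-free DMEM; induction by tebufenozide at 100 nM final; compound dose series; cell viability quantified luminescently from ATP.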
SMN2 splice up: qHTS Assay for Enhancers of SMN2 Splice Variant Expression | Potency, µM (doses to about 46.1 µM), without a hit: at the top dose activity change, positive = activation, usual class: activators | hit rate 2.8% among 210,000 | HEK293 SMN2-luciferase splicing reporter, luminescence, 30-36 h | AID 1458, 2008; further: % of control where 0% means no effect; nearly all actives have a fitted effect of over 55% in size
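qHTS luciferase splicing reporter: luminescence rises when SMN2 exon 7 is included in transfected HEK293 cells. Compound exposure lasted 30-36 h at 37C, with 4.5 mM final sodium butyrate as control, followed by a ONE-Glo read.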
Tau fibril ThT: qHTS for Inhibitors of Tau Fibril Formation, Thioflavin T Binding. Potency, µM (titrated, usually from 57.4 µM), for the others: at the highest dose activity, negative = inhibition, most hits filed as inhibitors. AID 1460, 2008. recombinant tau K18 P301L, heparin-induced fibrillization, ThT fluorescence. hit rate 2.1% among 270,000. Microtubule-associated protein tau (Homo sapiens), P10636; further: on the % scale 0 is the no-effect control and ±100 the full control effect; nearly all actives have a fitted effect of over 55% in size
Target sequence (P10636 561-689 P618L limits assumed): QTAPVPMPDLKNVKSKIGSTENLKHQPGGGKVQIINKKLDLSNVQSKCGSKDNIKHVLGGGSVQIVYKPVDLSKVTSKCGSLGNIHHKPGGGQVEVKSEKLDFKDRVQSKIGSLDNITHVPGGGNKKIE
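Fibril formation assay: tau K18 P301L at 15 uM with trace Alexa 594 label, heparin inducer 20 uM, pH 7 sodium acetate buffer, 37 C for 6 hr; endpoint ThT signal.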
ALDH1A1 inh: qHTS Assay for Inhibitors of Aldehyde Dehydrogenase 1 (ALDH1A1). Aldehyde dehydrogenase 1A1 (Homo sapiens), P00352. Purified ALDH1A1, NADH fluorescence, propionaldehyde substrate. Potency, µM (doses to about 75.3 µM), inactives show top-dose activity, negative = inhibition, usual class: inhibitors. hit rate 7.3% among 220,000. AID 1030, 2008; active means well fitted inhibition curve with a large enough effect, not every such curve was filed as active; inconclusive means small, poorly fitted or top-dose-only effect, or another doubt; inactive means no such curve, though single readings can be large or run the other way;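 further: plate controls were no enzyme wells and a reference inhibitor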
Target sequence (P00352 whole entry, looked up): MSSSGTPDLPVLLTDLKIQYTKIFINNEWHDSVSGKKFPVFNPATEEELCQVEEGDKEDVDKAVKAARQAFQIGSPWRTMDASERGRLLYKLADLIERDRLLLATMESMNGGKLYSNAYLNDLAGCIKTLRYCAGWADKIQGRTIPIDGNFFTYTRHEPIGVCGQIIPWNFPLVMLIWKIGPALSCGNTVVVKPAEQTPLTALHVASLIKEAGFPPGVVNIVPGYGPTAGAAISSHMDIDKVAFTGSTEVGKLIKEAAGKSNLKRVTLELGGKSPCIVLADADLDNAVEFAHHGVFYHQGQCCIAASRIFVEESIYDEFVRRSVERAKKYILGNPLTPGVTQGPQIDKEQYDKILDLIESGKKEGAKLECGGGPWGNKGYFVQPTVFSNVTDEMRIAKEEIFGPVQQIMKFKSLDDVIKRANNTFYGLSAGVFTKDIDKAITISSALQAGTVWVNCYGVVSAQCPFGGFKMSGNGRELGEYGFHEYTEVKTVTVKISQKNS
HttQ103 aggreg: qHTS Multiplex Assay to Identify Dual Action Probes in a Cell Model of Huntington: Aggregate Formation (GFP); Potency, µM (doses to about 46.1 µM), inactives show at the highest dose activity change, negative = inhibition, most hits filed as inhibitors; hit rate 1.1% among 220,000; AID 1688, 2009; PC12 HttQ103-GFP aggregates, Acumen cytometry, 40 h; further: on the % scale 0 is the no-effect control and ±100 the full control effect; nearly all actives have a fitted effect of over 60% in size
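Aggregates are detected as GFP objects 1–25 µm with signal 6 STDEV over background in lysates of induced PC12 cells. These carry Huntingtin exon 1 with 103 glutamines fused to GFP under an ecdysone promoter; compounds titrated.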
Tau fibril FP: qHTS for Inhibitors of Tau Fibril Formation, Fluorescence Polarization. Potency, µM (titrated, usually from 57.7 µM), without a hit: at the top dose activity, negative = inhibition, actives largely listed as inhibitors. K18 P301L tau heparin fibrillization, Alexa594 FP, 6 h. Microtubule-associated protein tau (Homo sapiens), P10636. AID 1468, 2008. hit rate 0.39% among 280,000; further: on the % scale 0 is the no-effect control and ±100 the full control effect; nearly all actives have a fitted effect of over 55% in size
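Compound effects on tau fibrillization are measured by Alexa 594 fluorescence polarization (ex 555, em 632 nm). K18 P301L tau is used at 15 uM with 0.24 uM labeled tracer, and 20 uM heparin induces aggregation over 6 hr at 37 C.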
The depositor's hits bear a star; ? = inconclusive; . = not tested or not shown; & = joins results of further samples; [ ] = remark or other dose. Unless noted, the call rests on the fitted dose curve; in most records, active means well fitted curve in the direction sought with a large enough effect; inconclusive means small, poorly fitted or top-dose-only effect, or another doubt; inactive means no such curve, though single readings can be large; an effect the other way counts as inactive or inconclusive. Potency means the concentration at half of the fitted maximal effect. The list is partial (hit frequency here may not be typical).

SMILES | JMJD2E inh | Tau fluor cs | HTT ATP protect | SMN2 splice up | Tau fibril ThT | ALDH1A1 inh | HttQ103 aggreg | Tau fibril FP
O=C(Nc1ccncc1)c1cc(-c2ccccn2)nc2ccc(Br)cc12 | 2% | -12% | -2%[10 µM] | 8% | -10% | 0% | 4% | -14%
CCCCCCC1CCC(C(=O)Nn2c(C)nc3ccccc3c2=O)CC1 (stereo unspecified) | -1% | -6% | -27% | -18% | 0% | 2% | -9% | 1%
NC(=O)C1=C[C@H](c2ccc(Br)cc2)C[C@H](OCc2ccc(CO)cc2)O1 | ? | -5% | -10%[10 µM] | . | -8% | ? | -4%[9.22 µM] | -1%
CCn1cc(/C=C/C(=O)Nc2ccn(Cc3c(F)c(F)cc(F)c3F)n2)cn1 | 3% | -9% | . | 11% | 22µM* | ? | -12% | ?
CC1(C)CC(N2CCOCC2)=CC(=[N+]2CCOCC2)C1 | 1% | 4% | -8%[10 µM] | 8% | -1% | -2% | 29% | -4%
Cc1ccc(N(CCCCN2C(=O)c3ccccc3C2=O)C(=O)c2cccc([N+](=O)[O-])c2)cc1 | -2% | -25% | -36% | -20% | -13% | ? | -2% | 3%
COc1ccc(N2CCCn3c2nc2c3c(=O)n(CCCc3ccccc3)c(=O)n2C)cc1 | -8% | -19% | -23%[0.074 µM] | -17% | ? | -14% | -10% | 8%
Cc1cccc(NC(=O)CSc2nc3c(c(=O)[nH]2)CCC3)c1C | 4% | -3% | -5%[10 µM] | 14% | -4% | 3% | 15% | -6%
O=C(c1cc2c(s1)CCCC2)N1CCN(C(=O)C2CCCO2)CC1 (stereo unspecified) | -8% | 2% | -1%[1.9 µM] | -11% | 0% | ? | 4% | 1%
CCOc1ccccc1C(C(=O)NCCOC)N(CCOC)C(=O)Cn1nnc2ccccc21 (stereo unspecified) | 2% | -7% | 16%[10 µM] | . | -5% | 9% | 5%[9.22 µM] | -8%
COc1cc(C(=O)CCN2CCC(c3ccccc3)C2)cc(OC)c1OC (stereo unspecified) | 2% | 10% | ? | -7% | -7% | 0.04µM* | ? | -2%
C=CCn1c(SCc2csc(C)n2)nc2scc(-c3ccc(C)o3)c2c1=O | -6% | -7% | -20%[0.074 µM] | 3% | ? | 22µM* | ? | 3%
CC(C(=O)Nc1ccc2c(c1)OCO2)N1CCN(C)CC1 (stereo unspecified) | ? | -5% | 27%[10 µM] | . | -11% | ? | 12%[9.22 µM] | -4%
COc1ccc(NC(=O)Nc2cc(C)ccc2F)cc1OC | 21% | -26% | . | 27% | -15% | 8% | . | 11%
CCCNC(=O)CCNC(=O)c1ccc(C(C)(C)C)cc1 | 3% | -5% | -9%[0.074 µM] | -12% | -11% | 2% | 25% | -2%
Cc1nc2c(c(=O)n1CCC(C)C)c1nc3ccccc3nc1n2Cc1ccc2c(c1)OCO2 | 3% | 3% | -5%[0.074 µM] | -20% | -4% | ? | -3% | 2%
COc1ccc2nc(NC(=O)CS(=O)(=O)Cc3ccccc3)sc2c1 | ? | -7% | -19%[10 µM] | 15% | -2% | 2% | 18% | -8%
CN(C)c1ccc(-c2nnc(-c3ccc(S(=O)(=O)C(F)F)cc3)o2)cc1 | -13% | -11% | -1% | 5% | -22% | 1% | -21% | -7%
O=C(Cc1cccs1)N/N=C/C=C/c1ccccc1[N+](=O)[O-] | 5% | -18% | 29%[10 µM] | . | -17% | . | 17%[9.22 µM] | -2%
CNC(=O)COc1ccc(-c2nn(C)c(=O)c3ccccc23)cc1 | 0% | 2% | 22% | 8% | 0% | 4% | -13% | 7%
Cc1ccc(S(=O)(=O)CNC(=S)c2ccc3ccccc3c2)cc1 | -5% | 2% | -4%[10 µM] | 7% | -5% | ? | -4% | -4%
Cc1nc2ccc(S(=O)(=O)NCC(=O)NCc3ccc4c(c3)OCO4)cc2s1 | -1% | -2% | -4% | -10% | 4% | ? | 21% | -1%
COc1ccc(C2Oc3ccccc3N2C(C)=O)cc1 (stereo unspecified) | -1% | -8% | -57%[inhibitor] | 2% | -8% | -4% | 16% | -4%
C/C(Cl)=C/Cn1c(SCCN2CCOCC2)nc2c1c(=O)[nH]c(=O)n2C | 3% | 3% | -20% | 1% | -7% | -8% | -4% | -5%
O=c1[nH]c(N/N=C\c2ccc3c(c2)OCO3)nc2ccccc12 | -1% | 6% | 9%[10 µM] | 8.9µM* | 4% | ? | -6%[9.22 µM] | 7%
Cc1cc(C(=O)OCC(=O)Nc2cccnc2Cl)c2ccccc2n1 | ? | -3% | -3%[10 µM] | 6% | -9% | -6% | 17% | 0%
O=C(NCc1ccco1)C(c1ccccc1F)N(Cc1cccnc1)C(=O)Cn1nnc2ccccc21 (stereo unspecified) | -5% | -3% | -3%[10 µM] | -12% | -6% | 2% | 16% | -1%
O=C(Cn1c(=O)oc2cc(S(=O)(=O)N3CCCC3)ccc21)Nc1ccccc1Br | 11% | -12% | 1%[10 µM] | . | . | . | 6%[9.22 µM] | 3%
O=S(=O)(NC1c2cccc3cccc(c23)C1Sc1ncccn1)c1ccccc1 (stereo unspecified) | -3% | -30% | 7%[10 µM] | -5% | -6% | ? | -10% | -9%
C[N+](C)(C)CCCCCC[N+](C)(C)C | 6% | 3%&-1%&7%&0% | ? | -5% | -3%&-6%&5%&2% | 2% | -10% | 10%&-2%&2%&4%
Nc1nonc1C(=O)NCCNCc1c(OCc2ccccc2F)ccc2ccccc12 | -3% | -20% | -24% | -16% | ? | 4% | -26% | -2%
COc1ccc(NC(=O)CSc2nnc(-c3ccccc3Cl)n2Cc2ccco2)c(OC)c1 | -4% | -7% | -8%[0.074 µM] | . | -7% | 14µM* | -1% | 18%
O=C(CSc1nnnn1-c1ccc2c(c1)OCCO2)N1CCc2ccccc21 | -4% | -12% | -9%[10 µM] | . | 4% | -1% | -4% | -12%
CC(Oc1ccc(Cl)cc1)C(=O)/C=C/N(C)C (stereo unspecified) | 8% | 2% | -2% | -9% | -1% | 3% | -5% | 1%
CCc1ccc(NC(=O)CS(=O)CC(=O)NCC2OCCc3ccccc32)cc1 (stereo unspecified) | 4% | -1% | 9%[10 µM] | -3% | -9% | -10% | 20% | 6%
CC(=O)c1cccc(Nc2cc(C)nc3c(C)cccc23)c1 | 3% | 0% | 8%[10 µM] | . | -2% | . | -3%[9.22 µM] | -11%
CO/N=C/c1ccc(Oc2ccc(C)cc2)nc1 | -4% | 0% | -8% | -7% | -8% | 1% | -9% | 6%
COc1ccc(NC(=O)NC2(C(=O)N3CCCCCC3)CCCCC2)cc1 | -2% | 6% | -18% | -9% | -3% | 2% | -6% | 5%
COc1cccc(CC(=O)NCC2(N3CCCCC3)CCCCC2)c1 | 9% | -4% | -22% | 8% | -6% | -1% | -18% | ?
CCOC(=O)c1c(C=O)c(C)n(Cc2ccccc2)c1C | 6% | -16% | ? | -13% | -26% | -2% | -10% | 2%
O=C(CCC1COc2ccccc2O1)Nc1ccc(Cl)cn1 (stereo unspecified) | -4% | -14% | 16% | 2% | ? | -7% | 20% | -7%
CC(=O)Nc1cccc(Oc2nc(-c3ccccn3)nc3ccccc23)c1 | 2% | -15% | -3%[10 µM] | . | -10% | . | 2%[9.22 µM] | -13%
CC1CCc2sc(C(=O)N/N=C/c3ccc([N+](=O)[O-])cc3)cc2C1 (stereo unspecified) | 4% | -12% | 30%[10 µM] | 6% | ? | 3% | -4% | 1%
COc1ccc(C)cc1-n1nnnc1SCC(=O)Nc1cc(C)on1 | 3% | -16% | 23%[1.9 µM] | -12% | -9% | 2µM* | -16% | -5%
N#Cc1cc(Sc2ccccn2)c(Sc2ccccn2)cc1C#N | -21% | -7% | -5% | -18% | ? | ? | 45% | -3%
COc1cc(NC(C(=O)Nc2cccc(C(C)=O)c2)c2ccccc2)cc(OC)c1OC (stereo unspecified) | -9% | ? | -10%[10 µM] | ? | -16% | -3% | ? | ?

A different layout for eight compounds above.
Values run as follows: JMJD2E inh | Tau fluor cs | HTT ATP protect | SMN2 splice up | Tau fibril ThT | ALDH1A1 inh | HttQ103 aggreg | Tau fibril FP
> COc1cccc(CC(=O)NCC2(N3CCCCC3)CCCCC2)c1
    9% | -4% | -22% | 8% | -6% | -1% | -18% | ?
> CCOC(=O)c1c(C=O)c(C)n(Cc2ccccc2)c1C
    6% | -16% | ? | -13% | -26% | -2% | -10% | 2%
> O=C(CCC1COc2ccccc2O1)Nc1ccc(Cl)cn1 (stereo unspecified)
    -4% | -14% | 16% | 2% | ? | -7% | 20% | -7%
> CC(=O)Nc1cccc(Oc2nc(-c3ccccn3)nc3ccccc23)c1
    2% | -15% | -3%[10 µM] | . | -10% | . | 2%[9.22 µM] | -13%
> CC1CCc2sc(C(=O)N/N=C/c3ccc([N+](=O)[O-])cc3)cc2C1 (stereo unspecified)
    4% | -12% | 30%[10 µM] | 6% | ? | 3% | -4% | 1%
> COc1ccc(C)cc1-n1nnnc1SCC(=O)Nc1cc(C)on1
    3% | -16% | 23%[1.9 µM] | -12% | -9% | 2µM* | -16% | -5%
> N#Cc1cc(Sc2ccccn2)c(Sc2ccccn2)cc1C#N
    -21% | -7% | -5% | -18% | ? | ? | 45% | -3%
> COc1cc(NC(C(=O)Nc2cccc(C(C)=O)c2)c2ccccc2)cc(OC)c1OC (stereo unspecified)
    -9% | ? | -10%[10 µM] | ? | -16% | -3% | ? | ?
